RECQ1 inh: qHTS Assay for Inhibitors of RecQ-Like Dna Helicase 1 (RECQ1); RECQ1 DNA unwinding, red fluorescence kinetic read; Potency, µM (doses to about 57.3 µM), for inactives: at the highest dose activity, negative = inhibition, hits mostly inhibitors; AID 2549, 2010; actives 0.54% (n = 240,000); ATP-dependent DNA helicase Q1 (Homo sapiens), P46063;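 further: plate controls were vehicle for no effect and no enzyme for full effect; nearly all actives have a fitted effect of over 30% in size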
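50 nM RECQ1T1 preincubated 15 min with compound in Tris pH 8.0 buffer with MgCl2, DTT, Tween-20 and 2.5 ug/ml poly(dI-dC); started with 200 nM TAMRA/BHQ-2 forked duplex and 2 mM ATP. Unwinding read as fluorescence (525/598 nm), two reads 2 h apart.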
aGlu spleen mod: qHTS Assay for Inhibitors and Activators of Human alpha-Glucosidase From Spleen Homogenate | human spleen homogenate, 4-MU-alpha-glucoside fluorescence | Lysosomal alpha-glucosidase (Homo sapiens), P10253 | Potency, µM (top dose mostly 79.9 µM), for the others: at the top dose activity change, negative = inhibition, actives largely listed as inhibitors | actives 0.006% (n = 240,000);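 further: 0% = enzyme with vehicle and -100% = no enzyme basal signal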
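Human spleen homogenate (1 ug) incubated with compounds and 1 mM 4-methylumbelliferyl-alpha-D-glucopyranoside in pH 5.0 citrate/phosphate buffer, 37 C, 40 min. Stopped at pH 10; 4-MU fluorescence (Ex 365/Em 440 nm); AC50 by Hill fit.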
TRb SRC2 PPI: qHTS for Inhibitors of the Interaction of Thyroid Hormone Receptor and Steroid Receptor Coregulator 2; Potency, µM (titrated, usually from 106 µM), inactives show at the highest dose activity change, negative = inhibition, usual class: inhibitors; TRbeta-SRC2 peptide binding, fluorescence polarization; receptor liganded with 1 µM T3; Thyroid hormone receptor beta (Homo sapiens), P10828; actives 0.065% (n = 280,000);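 further: plate controls were bound peptide for no effect and peptide without receptor for full effect; nearly all actives have a fitted effect of over 50% in size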
Target sequence (P10828 whole entry, looked up): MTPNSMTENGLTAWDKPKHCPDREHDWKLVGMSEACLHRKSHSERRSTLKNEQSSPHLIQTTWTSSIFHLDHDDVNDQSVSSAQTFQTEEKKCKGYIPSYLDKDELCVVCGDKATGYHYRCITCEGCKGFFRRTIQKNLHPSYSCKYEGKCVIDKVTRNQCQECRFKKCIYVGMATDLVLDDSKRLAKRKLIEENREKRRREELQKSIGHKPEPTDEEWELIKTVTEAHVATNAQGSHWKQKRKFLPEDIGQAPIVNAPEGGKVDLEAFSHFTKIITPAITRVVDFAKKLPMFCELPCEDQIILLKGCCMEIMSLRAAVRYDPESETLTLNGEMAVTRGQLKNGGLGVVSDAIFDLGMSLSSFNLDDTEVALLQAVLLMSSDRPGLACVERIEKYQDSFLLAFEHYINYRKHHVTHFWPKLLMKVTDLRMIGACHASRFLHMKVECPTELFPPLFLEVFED
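A fluorescence polarization screen tested compounds at multiple concentrations against complex formation between 0.6 uM TRb ligand-binding domain and 20 nM Texas Red SRC2 peptide, with 1 uM T3 present; readout after 5 hr.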
RGS12 GoLoco inh: qHTS Assay for Inhibitors of RGS12 GoLoco Motif Activity (Red Fluorophore). Guanine nucleotide-binding protein G(i) subunit alpha-1 (Homo sapiens), P63096. Gai1:RGS12 GoLoco peptide FP, rhodamine, 10 min. Potency, µM (top dose mostly 61.6 µM), inactives show at the highest dose activity, negative = inhibition, usual class: inhibitors. actives 0.44% (n = 230,000). AID 880, 2007; active means well fitted inhibition curve with a large enough effect, not every such curve was filed as active; inactive means no such curve, though single readings can be large or run the other way; further: nearly all actives have a fitted effect of over 30% in size; many of its hits are not listed in these tables
Target sequence (P63096 whole entry, looked up): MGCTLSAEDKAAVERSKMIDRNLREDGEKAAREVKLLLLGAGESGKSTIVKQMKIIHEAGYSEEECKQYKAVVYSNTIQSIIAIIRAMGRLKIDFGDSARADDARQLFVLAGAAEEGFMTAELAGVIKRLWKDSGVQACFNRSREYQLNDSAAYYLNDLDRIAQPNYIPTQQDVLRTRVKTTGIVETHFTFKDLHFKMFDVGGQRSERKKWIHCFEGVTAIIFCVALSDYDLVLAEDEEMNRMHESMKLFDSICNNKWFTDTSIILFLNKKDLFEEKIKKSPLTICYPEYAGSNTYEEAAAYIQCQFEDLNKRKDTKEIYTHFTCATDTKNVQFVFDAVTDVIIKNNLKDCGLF
TR SRC2 fluor cs: Total Fluorescence Counterscreen for Inhibitors of the Interaction of Thyroid Hormone Receptor and Steroid Receptor Coregulator 2. TRb/SRC2 Texas Red total fluorescence interference. Potency, µM (highest dose often 106 µM), inactives show at the highest dose fluorescence change, negative = quenching. actives 0.29% (n = 280,000); active means well fitted curve in either direction with a large enough effect; inconclusive means small, poorly fitted or top-dose-only effect
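Human TRβ ligand-binding domain (0.6 uM) and Texas Red SRC2 peptide (20 nM) in Tris buffer with 1 uM T3 and 5% DMSO were incubated with pinned compound for 5 hr at ambient temperature. Total fluorescence was computed as S + 2P (555/632 nm).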
GAA inhib: qHTS Assay for Inhibitors of Human alpha-Glucosidase as a Potential Chaperone Treatment of Pompe Disease; Potency, µM (doses to about 76.9 µM), for inactives: at the top dose activity change, negative = inhibition, most hits filed as inhibitors; actives 0.005% (n = 200,000); purified human GAA, 4-MU-alpha-glucoside fluorescence;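 further: plate controls were uninhibited enzyme wells for no effect and no-enzyme background for full effect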
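Activity normalized between no-enzyme (basal) and enzyme-only wells. Conditions: 4 nM human enzyme, 400 uM fluorogenic substrate, citrate/phosphate pH 5.0 with Tween-20, 20 min room temperature, compounds up to 77 uM.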
GAA glycogen mod: qHTS Assay for Inhibitors and Activators of Human alpha-Glucosidase Cleavage of Glycogen; Lysosomal alpha-glucosidase (Homo sapiens), P10253; recombinant GAA, glycogen substrate, Amplex Red glucose oxidase fluorescence; Potency, µM (highest dose often 76.4 µM), for the others: at the highest dose activity change, negative = inhibition, most hits filed as inhibitors; actives 0.38% (n = 300,000); AID 2100, 2009;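 further: 0% = full enzyme reaction and -100% = no-enzyme basal signal; the screen sought inhibitors and activators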
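Natural-substrate format: glycogen cleavage by 4 nM human enzyme, glucose read by Amplex Red coupling (Ex 573, Em 610 nm). Normalized to enzyme and no-enzyme controls.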
L3MBTL1 block: qHTS Assay for the Inhibitors of L3MBTL1 | Lethal(3)malignant brain tumor-like protein 1 (Homo sapiens), Q9Y468 | AlphaScreen L3MBTL1–H3K9me1 peptide binding | Potency, µM (top dose mostly 57.1 µM), inactives show at the highest dose activity, negative = inhibition, most hits filed as inhibitors | actives 0.66% (n = 230,000); further: nearly all actives have a fitted effect of over 60% in size
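L3MBTL1 50 nM + b-AHA-H3(1-15)K9me1 75 nM, 30 min RT; compound added, 30 min RT; streptavidin donor/Ni-chelate acceptor beads 10 ug/mL each final, 30 min RT dark; AlphaScreen read.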
* marks the source's active call; other numbers are inactive results; i = inactive; ? = inconclusive; · = not tested or not shown; & = joins results of further samples; [ ] = another dose, or the depositor's remark. Unless noted, the call rests on the fitted dose curve; in most records, active means well fitted curve in the direction sought with a large enough effect; inconclusive means small, poorly fitted or top-dose-only effect, or another doubt; inactive means no such curve, though single readings can be large; an effect the other way counts as inactive or inconclusive. Unless noted, on the % scale 0 is the no-effect control and ±100 the full control effect; potency means the concentration at half of the fitted maximal effect. This is a subset; rates above refer to the full screens.

SMILES	RECQ1 inh	aGlu spleen mod	TRb SRC2 PPI	RGS12 GoLoco inh	TR SRC2 fluor cs	GAA inhib	GAA glycogen mod	L3MBTL1 block
Cn1c(=O)c2ncn(CC(=O)NCCC3=CCCCC3)c2n(C)c1=O	-1%	4%	-8%	-2%	-7%	-1%	4%	0%
CCOc1ccc(C(=O)C2CCN(CC(=O)Nc3ccccc3N3CCOCC3)CC2)cc1	0%	1%	2%	8%	-6%	?	-16%	-7%
CC1(C)CC(=O)C2=C(C1)N(c1ccccc1)C(=O)CC2c1ccsc1 (stereo not drawn)	-5%	14%	6%	8%	-4%	-3%	6%	·
N#C/C(=C(/O)COC(=O)c1ccc(Cl)c(S(=O)(=O)N2CCOCC2)c1)c1nc2ccccc2[nH]1	-6%	3%	11%	24%	12%	?	3%	-2%
O=C(Nc1cccc(-c2nnc(-c3ccccc3)o2)c1)c1ccc(Br)o1	-1%	-7%	4%	8%	-3%	-7%	-12%	·
CCOc1cc(CNCc2cccs2)cc(Br)c1OCC	4%	0%	-6%	11%	-4%	3%	3%	22%
COC(=O)c1cn(NC(=O)Cc2c(F)cccc2Cl)c(=O)c2ccccc12	-1%	0%	6%	1%	-4%	-3%	-1%	-6%
O=C(NCc1ccccc1Cl)c1cnccn1	i	6%	-5%	1%	2%	-9%	9%	1%
CCOC(=O)c1ccc(NC(=S)N2CCC(C(N)=O)CC2)cc1	-10%	-3%	-4%	-32%	0%	0%	11%	5%
COc1ccc(Oc2c(C=O)c3ccccc3n2C)cc1	-9%	0%	5%	1%	1%	7%	1%	5%
COc1cccc2c1C(CO)N1C(C#N)C3CC(C(=O)O)C(C1C2)N3C (stereo not drawn)	-7%	2%	-6%	-1%	0%	·	0%	14%
Cc1nc(-n2nnc3cc(C)c(C)cc32)c2c3c(sc2n1)CCCC3	-4%	-7%	1%	-4%	-1%	3%	6%	8%
Cc1ccccc1OCCNc1cc(N2CCN(CCO)CC2)ccc1[N+](=O)[O-]	-6%	-3%	-8%	7%	-4%	-7%	-10%	-13%
Cc1ccc(OCC(=O)Nc2nnc(C3CCCO3)s2)c(Br)c1 (stereo not drawn)	-12%	-5%	1%	-4%	0%	1%	-6%	·
COc1ccc(/C=C/C(=O)NC(=S)NN2CCCCC2c2cccnc2)cc1OC (stereo not drawn)	-6%	-7%	4%	-13%	-1%	-1%	-11%	-13%
NC(=O)OCC(COC(N)=O)c1ccccc1	0%&-7%	-5%&11%&11%	-6%&3%&6%&-1%	7%&10%&-3%&-1%	-7%&3%&-2%&1%	-9%[15.4 µM]	5%	-17%
CC1CCCCC1NC(=O)C1Cc2ccccc2CN1S(C)(=O)=O (stereo not drawn)	-4%	1%	0%	9%	-4%	-3%	2%	6%
CC(C)c1nnc(SCc2ccc(CSc3nnc(C(C)C)n3N)cc2)n1N	13%	-7%	2%	6%	1%	9%	3%	·
CC(OC(=O)c1snc(C(=O)NC2CCCCC2)c1N)C(=O)NC1CCCCC1 (stereo not drawn)	-3%	-3%	6%	2%	1%	?	4%	-1%
O=C(c1ccncc1)N(Cc1cc2ccccc2[nH]c1=O)C1CCCCC1	0%	-10%	7%	-6%	0%	4%	6%	·
CC(C)Nc1nnc(SCC(=O)Nc2ccc(F)cc2)s1	-2%	2%	-4%	1%	-6%	-5%	0%	-5%
Cc1cc(CNC(=S)Nc2cccc(Cl)c2Cl)nn1C	-9%	-3%	2%	6%	-1%	0%	6%	-1%
C[C@]12CCC3c4ccc(O)cc4CCC3C1CCC2=O (stereo partly drawn)	-3%	-8%	6%	14%	-1%	·	·	·
NC(=O)c1sc2nc3c(c(-c4ccccc4)c2c1N)CCC3	i	8%	1%	1%	-9%	-5%	0%	1%
CC(C)(C)C(=O)Nc1cccc(C(=O)Nc2cc(C(=O)O)cc(C(=O)O)c2)c1	3%	0%	2%	-5%	-2%	2%	-3%	6%
CCCC(c1nnnn1CCOC)N1CCN(c2cccc(OC)c2)CC1 (stereo not drawn)	i	1%	8%	·	1%	5%	-14%	-1%
Cc1cccc(-n2nnnc2SCC(=O)Nc2cccc(S(N)(=O)=O)c2)c1	-20%	-2%	-7%	-16%	-3%	-4%	1%	46%[activator]
COc1ccc(N2CCN(C(=O)CSc3nnc(NC(=O)C4CC4)s3)CC2)cc1	-10%	2%	-1%[53 µM]	13%	-2%[53 µM]	10%	-7%	-8%
C=CCn1c(=N)c(C(=O)OC)cc2c(=O)n3cccc(C)c3nc21	17%	9%	-10%	-9%	-1%	7%	14%	·
O=C1c2ccccc2CCC12N=NCC2c1ccccc1 (stereo not drawn)	-8%	-7%	3%	-19%	-2%	-11%	10%	9%
CCOC(=O)Cn1nc(C)n(-c2ccc(C(C)C)cc2)c1=O	-1%	2%	6%	1%	-7%	-5%	0%	3%
O=c1cc(CN2CCC(Cc3ccccc3)CC2)nc2sccn12	7%	-4%	-7%	4%	0%	2%	20%	-3%
COc1ccc2[nH]cc(CC(=O)O)c2c1	-4%	-7%	0%	9%	-8%	-11%[15.4 µM]	0%	1%
COc1ccc2[nH]c(=O)c(CN(CC3CCCO3)C(=O)Nc3ccccc3OC)cc2c1 (stereo not drawn)	12%	6%	0%	3%	-4%	-6%	-4%	-1%
CCN1c2ccccc2NC2C1C(C(C)=O)C(=O)N2c1ccc(Cl)cc1 (stereo not drawn)	-1%	-21%	-21%	65%[activator]	7%	-4%	25µM*	-4%
Cc1cc(C)c2cc(C#N)c(NCCCNC(=O)CCC(=O)O)nc2c1	3%	6%	4%	3%	1%	?	6%	7%
CCCCCCN(C(=O)CCCCCN1C(=O)NC(c2ccc(-c3ccccc3)cc2)C(C(=O)OCc2ccccc2)=C1C)C(C(=O)NCCCC)c1ccc(-c2ccccc2)cc1 (stereo not drawn)	i	0%&3%	-6%&5%	10%&1%	-2%&-4%	·	5%	·
COc1ccccc1CNC(=O)COC(=O)c1ccc(Cl)c(N)c1	-8%	3%	-6%	6%	0%	3%	1%	-7%
O=C(COc1ccccc1)Nc1ccc2c(c1)C(=O)N(CC1CCCO1)C2=O (stereo not drawn)	4%	5%	7%	11%	1%	?	5%	-3%
O=C(C1Cc2ccccc2CN1S(=O)(=O)c1ccc(F)cc1)N1CCOCC1 (stereo not drawn)	-16%	2%	0%	2%	-1%	-3%	7%	·
Cc1[nH]c2ccccc2c1C(=O)CN1C(=O)C(=O)N(C2CCCC2)C1=O	-4%	-6%	-6%	9%	1%	6%	5%	·
Cc1cc2nc(-c3ccc(SCc4ccc(C#N)cc4)nc3)[nH]c2cc1C	?	-3%	-12%	12%	1%	-2%	-3%	0%
Cc1ccc2cc(CN(CC3CCCO3)C(=S)NCc3ccco3)c(=O)[nH]c2c1C (stereo not drawn)	4%	0%	-3%	0%	5%	-30%	-11%	-7%
CC(C)CN1C(=O)C(=O)N(CC(=O)N2CCC(Cc3ccccc3)CC2)C1=O	-9%	-3%	8%	2%	0%	7%	6%	1%
Cc1cc(N)ccc1-n1c(C)ccc1C	3%	1%	7.9µM*	-61%	13µM*[fluorescent]	0%	21%	-6%
O=c1cnnc(Nc2cccc(F)c2)[nH]1	-4%	-18%	10%	1%	0%	2%	5%	·
CCc1cc2c(CN3CCN(CCO)CC3)cc(=O)oc2cc1O	-3%	-9%	3%	-6%	-6%	6%	-8%	-14%
CC(=O)N=c1n(C)c2ccccc2n1CCOc1ccccc1	-3%	-11%	-5%	4%	-2%	-5%	6%	8%
Cc1ccc(SC/C(O)=C(\C#N)c2nc3ccccc3n2C)cc1	3%	-2%	-7%	8%	2%	-4%	-19%	·
COc1ccccc1N1CCN(C2CCCC(C)C2)CC1 (stereo not drawn)	-1%	-5%	-4%	16%	-1%	-2%	8%	·
CC(C)N1C(=S)SC(C)(C)C1NO (stereo not drawn)	-3%	2%	-9%	-1%	-2%	0%	-26%	5%
Cc1cc(Nc2cc(F)ccc2C)n2nc(C)nc2n1	-6%	-1%	-6%	-3%	1%	1%	5%	17%
CCc1ccc(Sc2cc(C(=O)NCCN3CCOCC3)c3ccccc3n2)cc1	-4%	-2%	-3%	0%	-5%	-7%	10%	-12%
CCCn1nc(C(=O)OCn2nnc3ccccc3c2=O)c2ccccc2c1=O	-8%	4%	-5%	9%	-9%	-2%	1%	20%

Molecules from the list above that have two or more sulfur atoms (five):
SMILES	RECQ1 inh	aGlu spleen mod	TRb SRC2 PPI	RGS12 GoLoco inh	TR SRC2 fluor cs	GAA inhib	GAA glycogen mod	L3MBTL1 block
CC(C)c1nnc(SCc2ccc(CSc3nnc(C(C)C)n3N)cc2)n1N	13%	-7%	2%	6%	1%	9%	3%	·
CC(C)Nc1nnc(SCC(=O)Nc2ccc(F)cc2)s1	-2%	2%	-4%	1%	-6%	-5%	0%	-5%
Cc1cccc(-n2nnnc2SCC(=O)Nc2cccc(S(N)(=O)=O)c2)c1	-20%	-2%	-7%	-16%	-3%	-4%	1%	46%[activator]
COc1ccc(N2CCN(C(=O)CSc3nnc(NC(=O)C4CC4)s3)CC2)cc1	-10%	2%	-1%[53 µM]	13%	-2%[53 µM]	10%	-7%	-8%
CC(C)N1C(=S)SC(C)(C)C1NO (stereo not drawn)	-3%	2%	-9%	-1%	-2%	0%	-26%	5%

From PubChem BioAssay
